Bioassay records as filed in PubChem.
PI5P4Ka inh = PI5P4K alpha (human) kinase inhibition. P48426. PI5P4Kalpha enzyme, ADP-Glo luminescence, 60 min; hits give low values. max response, %. 330,000 tested, 1.2% active. AID 652105; active = max response of -50% or lower; inconclusive = between -30% and -50%; inactive = -30% or higher; note: value at the top dose of about 77 µM; % is set by controls: 0 for no effect and ±100 for the full control effect
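ADP-Glo luminescence end-point read after a 60 min room-temperature kinase reaction of PI5P4Kalpha plus substrate, initiated with ATP at 5 microM final. Buffer: 0.038 M HEPES pH 7.4, EGTA, 0.1% CHAPS, 5% DMSO.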
EPAC1 antagonist = EPAC1 (human) antagonism; EPAC1 GEF assay, Rap1b-BODIPY-GDP exchange fluorescence; 360,000 tested, 0.14% active; Potency, µM (titrated, usually from 115 µM), for the others: top-dose activity change, negative = inhibition, most hits filed as inhibitors; O95398;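 note: potency is the fitted concentration of half-maximal effect; plate controls were vehicle for no effect and positive control for full effect; nearly all actives have a fitted effect of over 50% in size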
EPAC1 agonist = activates human EPAC1 exchange factor. O95398. EPAC1 agonist qHTS, biochemical assay; response scale: 100% = response to 6.5 mM cAMP. Potency, µM (series often up to 154 µM), for the others: at the highest dose activation, actives largely listed as activators. 360,000 tested, 0.073% active; note: potency is the fitted concentration of half-maximal effect; nearly all actives have a fitted effect of over 60% in size
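Nucleotide exchange by EPAC1 (100 nM) on Rap1B–BODIPY-GDP (250 nM) in the presence of 50 uM GDP is tracked fluorescently at 480/540 nm over 30 min. Signals are normalized to a 6.5 mM cAMP control.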
GLP1R inv ag = acts as inverse agonist at human GLP-1 receptor. P43220. 410,000 tested, 1.6% active. HEK293 GLP-1R CRE-luciferase, luminescence, 24 h; GLP-1R form is constitutively active. Potency, µM (doses to about 38.3 µM), for the others: at the highest dose activity change, negative = inhibition, hits mostly inhibitors; note: potency is the fitted concentration of half-maximal effect; % is set by controls: 0 for no effect and ±100 for the full control effect; nearly all actives have a fitted effect of over 55% in size
Target sequence (P43220 whole entry, looked up): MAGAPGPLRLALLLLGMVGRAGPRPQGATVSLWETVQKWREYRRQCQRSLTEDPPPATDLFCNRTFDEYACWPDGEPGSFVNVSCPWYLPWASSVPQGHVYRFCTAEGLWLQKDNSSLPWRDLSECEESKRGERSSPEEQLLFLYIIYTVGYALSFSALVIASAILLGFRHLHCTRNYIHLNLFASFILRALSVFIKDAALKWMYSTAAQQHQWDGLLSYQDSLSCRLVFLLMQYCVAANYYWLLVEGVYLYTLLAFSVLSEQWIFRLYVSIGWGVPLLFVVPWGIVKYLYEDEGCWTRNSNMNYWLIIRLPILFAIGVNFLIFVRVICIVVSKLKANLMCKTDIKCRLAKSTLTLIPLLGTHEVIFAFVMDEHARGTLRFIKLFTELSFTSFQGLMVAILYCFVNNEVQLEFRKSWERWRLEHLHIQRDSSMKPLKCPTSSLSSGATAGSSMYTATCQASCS
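Luminescence readout: a drop in cAMP-driven luciferase signal flags inverse agonism at a constitutively active GLP-1R stably expressed in HEK293. Compound exposure lasted 24 hr at 37 deg C, 5% CO2.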
HEK293 tox = cytotoxicity counter-screen for GLP-1 receptor inverse agonists. HEK293 cAMP-luciferase reporter cells, luminescence, 24 h. Potency, µM (top dose mostly 38.3 µM), for the others: at the highest dose activity change, negative = inhibition, actives largely listed as inhibitors. 410,000 tested, 0.13% active. AID 624418;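 note: loss of luciferase light is scored as toxicity; potency is the fitted concentration of half-maximal effect; % is set by controls: 0 for no effect and ±100 for the full control effect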
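Here, cytotoxicity is scored as loss of luminescence. The MLSMR collection was tested on cells seeded in medium containing 10% Nu serum, with a 24 hr compound exposure preceded by 12 hours of culture.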
PTHR1 ag = agonists of human PTHR1 parathyroid hormone receptor | 410,000 tested, 0.075% active | HEK293 GP2 PTHR1 cells, GloSensor cAMP luminescence, 1 h | Potency, µM (titrated, usually from 115 µM), for inactives: top-dose activation, most hits filed as activators; note: potency is the fitted concentration of half-maximal effect; nearly all actives have a fitted effect of over 55% in size; some results filed as inactive show a strong effect at the top dose; inactives centre near -15; many of its hits are not listed in these tables
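HEK-293-derived GP2 cells expressing PTHR1 and a GloSensor cAMP reporter, 3,000/well, plated overnight, given luciferin plus IBMX (each 0.5 mM as added) for 1 h at 37 °C, then compound for 1 h at 37 °C. Luminescence was read after 15 min at room temperature.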
PLK1 PBD block = inhibitors of human PLK1 polo-box domain binding | P53350 | Plk1 PBD binding of FITC phosphopeptide, fluorescence polarization | Potency, µM, for inactives: max response, negative = inhibition, actives largely listed as inhibitors | 360,000 tested, 2.8% active; note: potency is the fitted concentration of half-maximal effect; series mostly up to about 57 µM; % is set by controls: 0 for no effect and ±100 for the full control effect; nearly all actives have a fitted effect of over 65% in size
Target sequence (P53350 whole entry, looked up, the tested form may be a part): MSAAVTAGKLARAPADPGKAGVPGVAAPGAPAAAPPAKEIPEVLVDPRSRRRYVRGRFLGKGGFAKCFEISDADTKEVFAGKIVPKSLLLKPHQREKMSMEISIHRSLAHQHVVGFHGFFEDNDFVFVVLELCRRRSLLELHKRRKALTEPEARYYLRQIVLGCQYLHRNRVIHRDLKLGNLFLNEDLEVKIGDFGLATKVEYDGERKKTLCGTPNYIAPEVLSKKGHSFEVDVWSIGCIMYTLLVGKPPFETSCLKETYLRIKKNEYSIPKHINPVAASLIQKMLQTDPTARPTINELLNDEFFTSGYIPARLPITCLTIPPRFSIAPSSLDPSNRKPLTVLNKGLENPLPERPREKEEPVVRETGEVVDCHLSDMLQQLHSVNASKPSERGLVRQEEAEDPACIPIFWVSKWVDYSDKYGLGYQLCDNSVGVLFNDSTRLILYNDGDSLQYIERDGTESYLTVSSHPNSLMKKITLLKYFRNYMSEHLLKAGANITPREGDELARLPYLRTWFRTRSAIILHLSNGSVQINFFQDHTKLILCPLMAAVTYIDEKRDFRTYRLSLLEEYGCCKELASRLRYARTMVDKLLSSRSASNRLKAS
IL2 activator = IL-2 activation | IL-2 activation reporter assay, cell-based qHTS; stimulated with anti-CD3/CD4/CD28 beads; in transgenic mouse T cells | activation, % (series mostly up to about 46 µM) | 360,000 tested, 0.065% active | AID 652025; in the data active = activation above about 50%; inconclusive = mostly about 30% to 49%; note: 0% is about no effect
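Using fluorescent plate cytometry, EGFP and DsRed are detected in transgenic mouse T cells stimulated 18 h at 37 degrees C with antibody-coated beads after 60 min compound pretreatment.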
GLP-1R agonist = GLP-1 receptor (human) agonism; P43220; HEK293 GLP-1R CRE-luciferase, luminescence, 4-6 h; cells express a hypersensitive GLP-1R form; Potency, µM (titrated, usually from 45.6 µM), for inactives: at the highest dose activation, hits mostly activators; 380,000 tested, 0.007% active; AID 624172; note: potency is the fitted concentration of half-maximal effect; % of control where 0% means no effect
Starred values were filed as active, the others as inactive; i = inactive; ? = inconclusive; nt = no result given; & = joins results of further samples; [ ] = another dose, or the depositor's remark. Unless noted, calls come from the whole dose curve; as a rule, active = well fitted curve in the direction sought with a large enough effect; inconclusive = small, poorly fitted or top-dose-only effect, or another doubt; inactive = no such curve, though single readings can be large; an effect the other way counts as inactive or inconclusive.

SMILES	PI5P4Ka inh	EPAC1 antagonist	EPAC1 agonist	GLP1R inv ag	HEK293 tox	PTHR1 ag	PLK1 PBD block	IL2 activator	GLP-1R agonist
Cc1nc2ncnn2c(N2CCC(C(=O)NC3CCCC3)CC2)c1Cc1ccccc1	nt	1%	1%	9%	19%	i	-8%	-2.0	11%
O=C(c1cccc(S(=O)(=O)N2CCOCC2)c1)N(Cc1nnc(-c2ccccc2Cl)o1)C1CC1	-3	-7%	6%	75%[activator]	-12%	-1%	-7%	-3.3	20%
S=c1nc(C2CCCCC2)[nH]c2ccccc12	14	13%	1%	?	-12%	-13%	-7%	-0.5	?
O=C(NC(=S)Nc1nc2ccccc2s1)c1ccco1	?	5%	8%	?	?	-27%	-10%	-2.8	10%
Cc1cc(C)c2c(n1)nn1c(NCCOCCO)cc(C)nc21	3	-18%	0%	27%	129%[activator]	i	-8%	-2.7	-9%
CCN1CCN(C(=O)CSc2nc3c(c(=O)n(C)c(=O)n3C)n2C)CC1	-6	21%	1%	16%	-6%	0%	0%	1.3	8%
Cn1c(SCC(=O)NCc2ccc3c(c2)OCO3)nnc1-c1cccs1	-4	-16%	5%	-3%	-9%	i	-5%	-1.8	-7%
CN(Cc1ccccc1)C(=O)CN(Cc1ccccc1)S(C)(=O)=O	-4	-11%	7%	-12%	0%	i	-10%	-0.2	6%
CN1C(=O)c2cccc(NC(=O)Cc3ccccc3)c2C1=O	1	-14%	-5%	0%	4%	i	-5%	3.3	-5%
CCOC(=O)N1CCC(NC(=O)Cn2cccc2C(=O)c2ccccc2C)CC1	4	8%	-5%	-8%	-7%	i	1%	-0.9	5%
COc1ccccc1C(=O)OCCN=C1NS(=O)(=O)c2ccccc21	-1	18%	5%	4%	4%	-20%	1%	1.6	3%
CN(C)C(=O)c1ccc(NC(=O)COC(=O)/C=C/c2cccs2)cc1	2	1%	1%	8%	-1%	6%	-16%	-2.9	-3%
Cc1nnsc1NC(=O)OCc1ccc(Cl)cc1Cl	-5	3%	6%	3%	-4%	-17%[57.5 µM]	-5%	0.8	-24%
COc1ccc(C(=O)NC(=S)N2CCCC2)cc1	-1	-1%	7%	20%	?	-23%	-13%	-1.5	0%
COC(=O)c1ccc(NS(=O)(=O)c2ccc3[nH]c4c(c3c2)CCCCC4)cc1	nt	nt	nt	?	4%	-21%	nt	nt	7%
COC(=O)c1c(NC(=O)Cn2cnc([N+](=O)[O-])n2)sc2c1CCC(C)C2 (stereo not given)	-10	7%	2%	?	-9%	i	19µM*	1.4	-2%
CCOC(=O)CNc1nc2ccccc2n2c(C)nnc12	-1	2%	8%	16%&4%	-3%&-5%	i	-4%	0.9	9%
Cc1ccccc1OCC(O)CN1CCN(CC(O)COc2ccccc2C)C(C)C1 (stereo not given)	14	-5%	-5%	?	?	i	1%	-4.0	-2%
COc1cccc(COC(=O)C2CCN(C(=O)c3ccc(F)cc3)CC2)c1OC	-3	7%	-1%	-13%	10%	-48%[inhibitor]	-5%	-1.3	7%
COc1ccc(-c2nnc3sc(C(C)N4C(=O)c5ccccc5C4=O)nn23)cc1 (stereo not given)	-18	-23%	6%	19%	3%	-39%[inhibitor]	24µM*	-4.0	4%
CCOC(=O)Cc1csc(NC(=O)CCN2C(=O)c3ccccc3C2=O)n1	nt	4%	9%	13%	19%	i	-15%	-1.9	5%
CN(CC(=O)NCCc1ccccc1)S(=O)(=O)c1ccccc1	3	9%	-9%	20%	3%	i	-2%	-1.3	2%
CN(Cc1ccc(Cl)cc1)C(=O)COC(=O)c1ccc(-c2ccc(O)cc2)cc1	3	0%	4%	?	0%	-14%	2%	0.9	0%
COC(=O)c1ccccc1NC(=O)Cn1cnc2c1c(=O)n(C)c(=O)n2C	0	-7%	2%	16%	4%	i	0%	0.9	4%
Cc1cccnc1NC(=O)COc1ccc2c(c1)CCC2	1	7%	11%	45%[activator]	4%	i	-15%	2.1	18%
Cc1ccc2cccnc2c1NC(=S)NC(=O)c1ccccc1	nt	9%	4%	?	-14%	-22%[57.5 µM]	-16%	-3.2	-10%
CC1(C)C(c2ccccn2)=[N+]([O-])C(C)(C)N1O	nt	17%	7%	0%	11%	i	-11%	-1.3	-7%
CCc1cccc(NC(=O)Cn2cc3c(n2)CCCC3)c1	3	-17%	1%	-26%	3%	i	-9%	-0.7	9%
O=C(NC1CC1)C1=C[C@@H](c2ccc3c(c2)OCO3)C[C@@H](OCCCCO)O1	-10	4%	2%	1%	?	i	-9%	-0.1	6%
Cc1nc(-c2ccc(S(=O)(=O)N3CCN(Cc4ccccc4)CC3)s2)cs1	1	-21%	19%	?	0%	-37%[inhibitor]	-8%	0.7	18%

Results in EPAC1 antagonist (three entries from above):
| SMILES | EPAC1 antagonist |
| --- | --- |
| COc1ccc(-c2nnc3sc(C(C)N4C(=O)c5ccccc5C4=O)nn23)cc1 (stereo not given) | -23% |
| Cc1cc(C)c2c(n1)nn1c(NCCOCCO)cc(C)nc21 | -18% |
| O=C(NC1CC1)C1=C[C@@H](c2ccc3c(c2)OCO3)C[C@@H](OCCCCO)O1 | 4% |

(list continues)
SMILES	PI5P4Ka inh	EPAC1 antagonist	EPAC1 agonist	GLP1R inv ag	HEK293 tox	PTHR1 ag	PLK1 PBD block	IL2 activator	GLP-1R agonist
COc1ccccc1NC(=O)COC(=O)/C=C/c1cccs1	-2	-7%	15%	7%	1%	-25%	2%	0.1	1%
Nc1nc(N2CCCCC2)c2ncn(C3OC(CO)C(O)C3O)c2n1 (stereo not given)	1	2%	-1%	3%	-8%	i	0%	2.3	8%
COc1ccc(-n2nc(C(=O)NCC(=O)N3CCCCCC3)c3ccccc3c2=O)cc1	-9	-4%	2%	3%	-1%	i	0%	-0.9	16%
Cc1ccc(Cn2ccc(NC(=O)c3nn(C)cc3[N+](=O)[O-])n2)cc1	7	-14%	-7%	68%[activator]	2%	i	4%	-3.1	12%
COc1cc(NC(=O)CSc2ncnc3sc4c(c23)CCC(C)C4)c(C(=O)O)cc1OC (stereo not given)	-3	-2%	-7%	1%	-9%	i	17µM*	-0.1	-4%
COc1cccc2sc(NNC(=O)COc3ccccc3)nc12	-1	-26%	5%	-19%	7%	i	-18%	0.7	7%
Cc1cccc(NC(=O)CC2C(=O)NCCN2C(=O)Nc2ccc(Cl)cc2)c1 (stereo not given)	37	2%	-3%	?	0%	i	-1%	-2.0	1%
N/C(Cc1ccc(Cl)cc1Cl)=N\OC(=O)Cc1ccccc1	16	?	-8%	-23%	63%[activator]	i	-10%	15	3%
CC(NS(=O)(=O)c1ccccc1)C1CC2CCC1C2 (stereo not given)	7	-3%	-3%	?	2%	-18%	8%	-0.7	4%
Cc1cccc(-c2nc3cc([N+](=O)[O-])ccc3o2)c1	7	-15%	-4%	67%[activator]	-1%	-8%	-5%	-0.8	4%
CCOC(=O)C1CCN(C(=O)C2CCN(c3ncnc4c3nc3n4CCCCC3)CC2)CC1	0	5%	-5%	2%	0%	-14%	-4%	4.8	-3%
CCN(CC)CCCNc1nnc(C)c(=O)[nH]1	-1	11%	-2%	5%	-6%	i	0%	-0.3	-10%
COc1ccc2c(c1)CO[C@]21O[C@H](CCO)C[C@H](O)[C@H]1O	-5	-6%	6%	7%	-12%	-4%	-10%	-0.1	8%
Cc1nn(C)cc1CNCc1ccc(OCC(O)CN(C)Cc2ccccc2)cc1 (stereo not given)	0	-2%	2%	?	-26%	i	-4%	-4.3	3%
O=C1N/C(=N\S(=O)(=O)Cc2ccccc2)S/C1=C/c1cc([N+](=O)[O-])ccc1O	?	?	-3%	-4%	1%	i	-3%	3.4	-3%
C=CCCC(=O)N1CCC(CCC(=O)NC2CC2)CC1	2	9%	-16%	12%	3%	-30%[inhibitor]	-3%	0.1	-6%
OC[C@@H]1CN(Cc2cccc(C(F)(F)F)c2)C[C@H](n2cnc3c(NCc4ccncc4)ncnc32)O1	-1	-13%	12%	20%	-18%	i	-7%	2.0	10%
O=C(OCCn1cncn1)c1cc2ccccc2oc1=O	-6	-10%	-4%	1%	3%	-31%[57.5 µM]	0%	2.4	9%
CCOc1ccccc1N(C)C(=O)c1cn(C)c(=O)c2ccccc12	10	-4%	6%	16%	14%	-14%	-1%	-4.2	5%
O=C(c1cccc(Br)c1)N1CCCC1	nt	0%	0%	0%	3%	i	-3%	0.1	0%
Cc1csc(NC(=O)CCN2C(=O)c3ccccc3S2(=O)=O)n1	nt	0%	-1%	4%	-27%	-9%[57.5 µM]	-7%	-0.3	?
FC(F)(F)c1cccnc1N1CCN(c2ncnc3nc[nH]c23)CC1	0	0%	2%	2%	1%	-10%	-12%	-1.5	1%
COc1ccccc1CNC(=O)c1cc2sccc2n1C	nt	14%	2%	?	-7%	-16%[57.5 µM]	-8%	-2.3	8%
CCCCCCN1C=CC(=C2C(=O)c3ccccc3C2=O)C=C1	-4	-20%	10%	?	-8%	-34%[inhibitor]	-5%	?	-2%
Cc1cc(C)c(NC(=O)CSc2ccc3nnc(CCNC(=O)c4ccccc4)n3n2)c(C)c1	16	-6%	-3%	12%	5%	i	-4%	-3.1	0%
CC(NC(=O)CNC(=O)C1CCCCC1)c1cccc(Cl)c1 (stereo not given)	1	1%	1%	6%	-4%	-6%	-2%	-2.9	3%
CCOc1ccccc1CNC(=O)CCCn1ccc2cc(S(=O)(=O)N3CCCC3)ccc21	-9	-11%	-6%	?	-43%&-6%	-31%&-4%[inhibitor]	4%	-1.2	13%
CCOC(=O)N1CCN(c2c(NCCCN(CC)Cc3ccccc3)c(=O)c2=O)CC1	nt	-14%	0%	-30%	15%	?	-3%	-0.4	3%
COc1ccc(C)cc1N(CC(=O)N1CCc2ccccc2C1)S(C)(=O)=O	2	-13%	4%	2%	7%	-14%	-9%	-1.7	21%

This is a subset; rates above refer to the full screens.
